RAD54 inh: inhibitors of human RAD54 branch migration; inhibition, % at 10.4 µM; RAD54 Holliday junction branch migration, FAM/BHQ fluorescence; 360,000 compounds, 0.14% hits; Q92698; AID 602329;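 active means mean normalized replicate activity at least 40 and at least half of replicates scoring 40 or more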;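 further: 0% = median of neutral control wells and 100% = median of positive control wells; inhibitors cause a drop in the FAM fluorescence signal; in these data hits start at about 50%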
E-sel inducer: E-selectin induction on HUVECs; AID 686992; P16581; HUVEC E-selectin immunofluorescence imaging; normalized: neutral wells 0, TNF-alpha wells 100; 260,000 compounds, 0.37% hits; activation, % at 7.58 µM;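 active means mean E-selectin-positive cell signal at least 10% of the positive control, reached in at least 60% of replicates, without over 20% cell loss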;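 further: in these data hits start at about 27%; measured in HUVEC primary endothelial cells; signal is the percent of cells scored E-selectin positive by PE staining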
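Test system – human umbilical vein endothelial cells (HUVEC), E-selectin induction · Input – 3,000 HUVEC seeded per well · Buffer or medium – EGM-2, gelatin · Compound dosing – single-point compound dose · Detection – immunofluorescence imaging · Measure – percent E-selectin-positive cells · Controls – TNF-alpha high, DMSO low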
EWS-Fli inh: EWS/Fli transcriptional activity inhibition | inhibition, % at 12.6 µM | A673 NR0B1-luciferase reporter, viability-normalised | AID 651661 | 350,000 compounds, 0.67% hits;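 active means mean inhibition of at least 50% after viability correction, with every replicate also passing that limit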;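 further: firefly luciferase signal divided by Alamar Blue viability fluorescence both relative to DMSO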
esBAF inh: SWI/SNF esBAF complex inhibition | mouse ES cells, Bmi1-luciferase knock-in reporter, 24 h; 100% = twice the neutral-well signal | reporter increase, % at 12.5 µM | 350,000 compounds, 2% hits | AID 602393; in the data active means activation above about 40%;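 further: 0% = median of the plate's neutral control wells and 100% = double that signal; a rise in the Bmi1 reporter signal indicates esBAF inhibition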
RAD52 inh: inhibitors of human RAD52 DNA annealing | 360,000 compounds, 0.46% hits | P43351 | inhibition, % at 18.7 µM | AID 651710 | recombinant RAD52 DNA annealing, FRET fluorescence;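 active means every replicate showing at least 50% inhibition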
Target sequence (P43351 whole entry, looked up): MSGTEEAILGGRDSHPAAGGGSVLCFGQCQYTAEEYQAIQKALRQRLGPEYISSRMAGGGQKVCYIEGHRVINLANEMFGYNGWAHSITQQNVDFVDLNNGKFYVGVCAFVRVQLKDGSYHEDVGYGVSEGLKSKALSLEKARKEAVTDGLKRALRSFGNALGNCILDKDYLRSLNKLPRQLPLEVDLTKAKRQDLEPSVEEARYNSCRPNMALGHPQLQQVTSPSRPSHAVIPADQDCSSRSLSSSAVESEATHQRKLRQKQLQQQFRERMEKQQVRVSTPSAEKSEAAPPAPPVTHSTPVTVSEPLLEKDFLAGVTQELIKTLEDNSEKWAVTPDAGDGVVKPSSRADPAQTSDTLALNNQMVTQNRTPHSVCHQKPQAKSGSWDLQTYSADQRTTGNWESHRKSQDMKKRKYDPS
FN deposit inh: fibronectin deposition inhibition; inhibition, % at 12.6 µM; AH1F fibroblasts, Alexa488-fibronectin deposition fluorescence, overnight; AID 743247; 350,000 compounds, 0.086% hits;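 active means mean inhibition across replicates of 30% or more, regardless of how many single replicates reach that level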;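 further: positive control wells lacked labelled fibronectin entirely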
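test system = AH1F fibroblasts assembling fluorescent fibronectin matrix | quantity = 10000 AH1F cells per well | buffer or medium = DMEM plus 2% serum, read in PBS | doses = single dose, pinned | incubation = 1 h cell attachment, overnight exposure to compound and label | detection = fluorescence at 485 nm excitation, 525 nm emission | read-out basis = inhibition from reduced deposited-fibronectin fluorescence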
S100A4 inh HTS: S100A4-myosin IIA interaction inhibition; S100A4/TAMRA-MyoIIA peptide fluorescence polarization; 360,000 compounds, 0.14% hits; P26447; inhibition, % at 10.7 µM; AID 652163;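 active means mean inhibition of at least 70% across replicates, with every replicate also reaching that level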
Target sequence (P26447 whole entry, looked up): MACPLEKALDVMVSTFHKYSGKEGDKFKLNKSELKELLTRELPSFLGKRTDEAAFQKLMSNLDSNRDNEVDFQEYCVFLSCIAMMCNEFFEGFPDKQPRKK
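assay system = human S100A4 monomer with TAMRA-labelled myosin IIA peptide | also added = labelled myosin peptide probe, 5 nM | incubation = 5 min between mix addition and reading | control set = DMSO and TFP controls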
XiGFP reactiv: reactivates the inactive X chromosome in mouse fibroblasts | XiGFP mouse fibroblasts, % GFP-positive cells imaging, 3 d; cells co-treated with 5-aza-dC sensitizer; scaled so ellipticine positive control = 100% | activation, % at 7.58 µM | 360,000 compounds, 0.055% hits;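 active means mean normalized replicate activation at least 10% and every replicate at or above 10%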;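 further: 0% = median of on-plate neutral control wells and 100% = ellipticine 6 µM median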
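Material: XiGFP fibroblasts, SV40-immortalized; Buffer or medium: DMEM containing 5-aza-dC; Compound dosing: single point; Times: 3 days compound exposure.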
The depositor's hits bear a star; i = inactive; x = no result given. Random draw from the library. Share with any hit: about 3%.

SMILES	RAD54 inh	E-sel inducer	EWS-Fli inh	esBAF inh	RAD52 inh	FN deposit inh	S100A4 inh HTS	XiGFP reactiv
O=C(CSc1nc2ccccc2c(=O)n1-c1ccccc1Cl)NCC1CCCO1 (configuration not stated)	-8	6.6	-2	7	-4	-1	4	0.8
CC(NC(=O)NNC(=O)c1ccncc1)(C(F)(F)F)C(F)(F)F	x	-2.3	11	x	6	4	-1	0.0
Cc1ccc(CNC(=O)C(=O)NCC2OCCN2C(=O)c2ccc(Cl)cc2)cc1 (configuration not stated)	-7	0.2	12	-7	-15	10	5	0.1
COc1cc(OCc2ccccc2)c2c(CCC(=O)O)cc(=O)oc2c1	x	0.1	-2	x	-9	1	1	0.1
CO[C@@H](CN(C)S(=O)(=O)c1ccccc1)[C@H](C)CN(C(=O)Nc1ccccc1F)[C@@H](C)CO	0	-0.1	-15	4	0	7	7	0.2
Cc1cc2oc(C(=O)Nc3ccc(S(=O)(=O)Nc4ncccn4)cc3)cc(=O)c2cc1Cl	-1	x	14	16	-13	3	4	0.2
CC(C)NC(=O)NC(=O)COC(=O)c1c2c(nc3ccccc13)CCC2	-6	-0.1	10	10	-15	5	0	0.0
COC(=O)c1ccccc1NC(=O)CSc1nc(-c2ccco2)cc(C(F)(F)F)n1	-1	x	51*	1	-24	x	1	x
COc1ccc2c3c(n(C)c2c1)[C@@H](CO)N(C(C)=O)CC31CCN(S(=O)(=O)c2ccccc2)CC1	x	-0.2	-3	x	1	x	10	0.2
CO[C@@H]1CN(C)C(=O)c2cc(NC(=O)Nc3c(C)noc3C)ccc2OC[C@@H](C)N(CC2CC2)C[C@@H]1C	-4	-0.1	-10	-8	1	-3	-1	-0.5
CC(=O)NC1=NC(=O)/C(=C/c2cc(C)n(-c3cccc(C(=O)O)c3)c2C)S1	x	x	10	x	i	3	6	0.0
C[C@@H]1CN([C@@H](C)CO)S(=O)(=O)c2ccc(/C=C/c3ccccc3)cc2O[C@@H]1CN(C)C(=O)NC1CCCCC1	5	x	-2	-7	29	x	-13	0.2
C[C@@H](C(=O)NCCCCCC(=O)O)n1nnc2ccccc2c1=O	8	x	-3	-8	-13	-4	1	-0.2
COc1cccc(NC(=O)C[C@H]2CC[C@@H]3[C@H](COc4ccc(NC(=O)c5ccccc5F)cc4C(=O)N3C)O2)c1	0	0.7	4	-4	-16	4	1	0.0
CN(Cc1ccccc1)C(=O)[C@@H]1CCCN1C(=O)[C@@H]1CCCN1C(=O)c1ccccc1	x	1.0	7	x	16	7	6	0.0
O=C1C2C3CCC(CC3)C2C(=O)N1c1ccccc1 (configuration not stated)	-2	1.2	-15	4	-9	-1	4	0.4
O=C(CSC(=S)N1CCCC1)N(Cc1nnc(-c2ccccc2Cl)o1)C1CC1	2	-0.2	-11	1	-12	2	2	0.1
O=C(CN1CCN(Cc2ccccc2Cl)CC1)N/N=C/c1ccccn1	x	2.5	11	x	-15	1	-16	0.2
C[C@H](CO)N1C[C@H](C)[C@H](CN(C)Cc2ccccc2)OCCCC[C@H](C)Oc2ccc(NC(=O)C3CCCCC3)cc2C1=O	2	0.1	1	8	-6	x	12	0.3
CC1Cc2ccccc2N1C(=O)COC(=O)/C=C/c1ccc(F)cc1 (configuration not stated)	6	-0.2	6	-7	-12	1	-9	-1.0
CC=Cc1ccc2n(c1=O)C[C@@H]1[C@@H](CO)[C@H](C(=O)NCCC)[C@H]2N1Cc1ccccc1 (mixture of isomers)	-23	0.3	0	3	3	x	4	0.7
Cc1ccccc1NC(=O)Cc1nc(COC(=O)CSc2ccc(F)cc2)cs1	-2	0.0	6	-5	-44	-6	1	0.0
CCCNC(=O)N1C[C@@H]2[C@H](c3ccccc31)[C@@H](CO)N2C(=O)C1CCOCC1	-24	-0.1	1	-2	x	x	x	0.1
COc1ccc(CN(C)C[C@H]2Oc3c(NS(=O)(=O)c4ccc(OC)cc4)cccc3C(=O)N([C@H](C)CO)C[C@H]2C)cc1	2	-0.5	-6	-2	1	x	-3	0.3
CO[C@H]1CN(C)C(=O)c2cc(C#N)ccc2OCC[C@H]2CC[C@@H](OC)[C@@H](CN(C)C(=O)[C@@H]1C)O2	5	0.0	-3	6	1	-10	18	0.0
C[C@@H]1CN([C@H](C)CO)S(=O)(=O)c2ccc(C#CC3(O)CCCC3)cc2O[C@H]1CN(C)C(=O)Cc1ccccc1	0	-0.1	15	2	10	x	-5	-0.3
Cc1noc(C)c1NC(=O)N(C)C[C@H]1Oc2ccc(NC(=O)CCCN(C)C)cc2C(=O)N([C@@H](C)CO)C[C@H]1C	x	0.0	1	x	-31	-3	-6	0.0
O=S1(=O)[C@H]2C[C@H](CO)O[C@@]2(CO)CN1Cc1ccc(-c2cccc(Cl)c2)cc1	-4	-4.3	-5	7	3	-9	-1	0.0
CC(C)Cn1c(=O)c2sccc2n2c(CCCC(=O)N3CCC(N4CCCCC4)CC3)nnc12	1	-0.2	x	-1	-16	-2	2	0.4
NS(=O)(=O)c1cccc(NC(=O)COC(=O)Cc2ccc(S(=O)(=O)N3CCCCC3)s2)c1	x	x	-7	x	-136	5	-12	-0.2
COc1ccc(C(=O)Nc2ccc(NC(=O)C3CC3)nc2)cc1	-12	0.1	-11	-1	-14	3	-7	0.2
COc1ccc(/C=C(/NC(=O)c2ccco2)C(=O)NCc2ccco2)cc1OC	-7	-0.1	0	8	-13	-13	-5	0.2
Cc1csc(=O)n1CC(=O)OCC(=O)NCc1ccc(Cl)cc1Cl	x	1.3	-2	-3	-12	-6	0	-0.1
C[C@@H]1CN(Cc2nc(-c3cnccn3)no2)C[C@H](C)O1	x	0.0	-11	x	2	8	-8	0.0
O=C(NCc1ccc2c(c1)OCO2)C1CC(=O)N(CCc2ccc(F)cc2)C1 (configuration not stated)	1	0.0	0	-7	-9	-2	3	0.1
C[C@H](CO)N1C[C@H](C)[C@H](CN(C)Cc2ccc(C(=O)O)cc2)Oc2c(NC(=O)Nc3ccccc3)cccc2C1=O	-25	-0.2	-5	3	-3	x	1	-0.7
CCCNC(=O)Nc1ccc2c(c1)C(=O)N(C)C[C@H](OC)[C@H](C)CN(Cc1ccccn1)[C@@H](C)CO2	-12	-0.1	-16	2	x	11	x	-0.4
Cc1nc2scc(-c3cccs3)c2c(=O)n1N	x	x	-7	-4	-17	-4	-1	0.0
CCCCCc1c(C)[nH]c2nc3ccccc3n2c1=O	-15	x	-34	12	-14	-5	-7	0.1
COCCN(C(=O)c1snc(C(N)=O)c1N)C(C(=O)NC1CCCCC1)c1ccc(F)cc1 (configuration not stated)	2	x	7	-8	-28	-9	4	0.0

One compound at a time (already shown):
`Cc1ccccc1NC(=O)Cc1nc(COC(=O)CSc2ccc(F)cc2)cs1` is listed as RAD54 inh = -2; E-sel inducer = 0.0; EWS-Fli inh = 6; esBAF inh = -5; RAD52 inh = -44; FN deposit inh = -6; S100A4 inh HTS = 1; XiGFP reactiv = 0.0
`NS(=O)(=O)c1cccc(NC(=O)COC(=O)Cc2ccc(S(=O)(=O)N3CCCCC3)s2)c1` is listed as RAD54 inh = x; E-sel inducer = x; EWS-Fli inh = -7; esBAF inh = x; RAD52 inh = -136; FN deposit inh = 5; S100A4 inh HTS = -12; XiGFP reactiv = -0.2

The listing continues.
SMILES	RAD54 inh	E-sel inducer	EWS-Fli inh	esBAF inh	RAD52 inh	FN deposit inh	S100A4 inh HTS	XiGFP reactiv
O=C(NCCS(=O)(=O)N1CCN(c2ccccc2F)CC1)c1ccc(Br)cc1	-1	x	x	-1	-2	-5	-21	0.0
O=C(COC(=O)c1ccc2c(c1)C(=O)N(Cc1ccco1)C2=O)NCC(F)(F)F	2	x	5	0	-11	-1	-3	0.0
CC(C)(C)NC(=O)NC12CC3CC(CC(C3)C1)C2	x	x	-7	x	-7	x	-9	0.0
CCC(OC(=O)CN1C(=O)c2ccccc2C1=O)C(=O)NC1CCCC1 (configuration not stated)	-1	-0.1	-5	0	-8	0	-7	0.0
O=C1CCCN1CCCNS(=O)(=O)c1ccccc1	-12	0.3	x	x	-4	3	12	0.0
O=C(C1CCC1)N1CCCCN2[C@H](CO)[C@H](c3ccc(C#CC4(O)CCCC4)cc3)[C@@H]2C1	11	-0.2	-10	6	-4	x	-8	0.2
Cc1nn(-c2ccccc2)c(C)c1NC(=O)COC(=O)c1cc(Cl)ccc1O	3	-1.9	-6	-10	-3	6	6	-0.1
COc1ccc(S(=O)(=O)N2C[C@@H](O)COC[C@@H]3O[C@@H](CC(=O)NCCCN4CCOCC4)CC[C@H]32)cc1	4	0.2	-1	-1	-2	2	-9	0.0
Cc1csc2c(=O)n(CCO)c(=O)[nH]c12	-4	0.6	6	x	-8	0	-5	0.1
CC1CCCCC1NC(=O)C1CCC(CNS(=O)(=O)c2cccc3cccnc23)CC1 (configuration not stated)	3	0.3	x	3	-5	0	-8	0.1
O=C1NC(=O)/C(=C/c2ccccc2Cl)N1	-6	0.2	-2	1	-6	-1	2	0.1
COc1ccc(/C(N)=N/OC(=O)Cc2ccc(OC)c(OC)c2)cc1	6	x	-3	9	-11	x	11	x
O=C(Cn1cnc2ccccc21)N/N=C/c1ccco1	x	x	-2	x	-7	2	0	0.5
CCCCN(C(=O)Cc1cccs1)c1nnc(-c2cccnc2)s1	-4	x	x	60*	6	-13	-2	x
Cc1ccccc1NC(=O)C1C2CC/C=C\CCC21 (configuration not stated)	x	2.3	-12	x	-7	3	-7	-0.3
COc1ccc2c(c1)c(C(C)=O)c(C)n2-c1ccccc1	3	x	-4	-11	8	x	-3	x
COc1ccc(S(=O)(=O)Nc2ccc3c(c2)C(=O)N([C@@H](C)CO)C[C@H](C)[C@@H](CN(C)S(=O)(=O)c2cccs2)OCCCC[C@@H](C)O3)cc1	4	x	3	-1	-18	3	-49	0.0
O=C(C[C@@H]1C[C@@H]2c3cc(NC(=O)NC4CCCCC4)ccc3O[C@@H]2[C@H](CO)O1)NCc1cccnc1	2	-0.2	-7	2	-3	x	-1	-0.1
Cc1ccc(C2(C(F)(F)F)NC(=O)N3CCCN=C3S2)cc1 (configuration not stated)	-2	x	18	9	-3	x	4	x

Exported as labelled records: entries from further up
> NS(=O)(=O)c1cccc(NC(=O)COC(=O)Cc2ccc(S(=O)(=O)N3CCCCC3)s2)c1
  RAD54 inh: x	E-sel inducer: x	EWS-Fli inh: -7	esBAF inh: x	RAD52 inh: -136	FN deposit inh: 5	S100A4 inh HTS: -12	XiGFP reactiv: -0.2
> O=C(NCCS(=O)(=O)N1CCN(c2ccccc2F)CC1)c1ccc(Br)cc1
  RAD54 inh: -1	E-sel inducer: x	EWS-Fli inh: x	esBAF inh: -1	RAD52 inh: -2	FN deposit inh: -5	S100A4 inh HTS: -21	XiGFP reactiv: 0.0
> CCCNC(=O)Nc1ccc2c(c1)C(=O)N(C)C[C@H](OC)[C@H](C)CN(Cc1ccccn1)[C@@H](C)CO2
  RAD54 inh: -12	E-sel inducer: -0.1	EWS-Fli inh: -16	esBAF inh: 2	RAD52 inh: x	FN deposit inh: 11	S100A4 inh HTS: x	XiGFP reactiv: -0.4
